Screening results (PubChem BioAssay)
NPYLR7 agonist = activates Aedes aegypti NPYLR7 receptor; HEK293T NPYLR7/Galpha15, GCaMP6s calcium fluorescence; activation, % at 10 µM; 270,000 compounds, 0.15% hits; AID 1259423; in the data active = activation above about 40%;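 also: 0% = vehicle and 100% = reference agonist at the receptor; some compounds past the cut are filed as inactive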
mcGAS lum = blocks mouse cGAS activity. Q8C6L5. recombinant cGAS, Kinase-Glo ATP depletion luminescence. inhibition, % at 12.5 µM. 160,000 compounds, 0.15% hits. AID 1259399;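 also: 0% = negative control wells and 100% = reference inhibitor with no enzyme activity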
hcGAS lum = blocks human cGAS activity; Q8N884; recombinant h-cGAS, ATP depletion, Kinase-Glo luminescence; inhibition, % at 12.5 µM; 290,000 compounds, 0.081% hits; AID 1259398;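 also: 0% = vehicle reaction and 100% = reaction without DNA for no activity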
Target sequence (Q8N884 whole entry, looked up): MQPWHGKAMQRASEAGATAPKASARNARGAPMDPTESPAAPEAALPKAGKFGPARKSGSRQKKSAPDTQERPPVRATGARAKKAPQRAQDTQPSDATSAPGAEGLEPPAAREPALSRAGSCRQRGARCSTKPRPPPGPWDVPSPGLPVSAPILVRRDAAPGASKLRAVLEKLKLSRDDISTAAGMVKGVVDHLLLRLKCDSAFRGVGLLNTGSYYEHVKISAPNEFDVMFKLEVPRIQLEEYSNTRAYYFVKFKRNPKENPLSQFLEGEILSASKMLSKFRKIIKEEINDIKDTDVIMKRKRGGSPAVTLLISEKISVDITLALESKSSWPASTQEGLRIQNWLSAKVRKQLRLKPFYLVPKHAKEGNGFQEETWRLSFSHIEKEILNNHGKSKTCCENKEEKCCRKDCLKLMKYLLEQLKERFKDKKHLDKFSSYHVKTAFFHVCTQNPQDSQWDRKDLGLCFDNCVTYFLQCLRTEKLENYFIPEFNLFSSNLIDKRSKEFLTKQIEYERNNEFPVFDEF
* marks the source's active call; other numbers are inactive results; . = no result given; & = joins results of further samples. Rule as the data show it, unless noted: active = inhibition above about 40%; inactive = the rest. Outcome played no part in choosing rows; 0.27% or so of the library scored in one or more.

SMILES | NPYLR7 agonist | mcGAS lum | hcGAS lum
CCOc1ccccc1CNC(=O)c1cc(-c2ccc3c(c2)OCO3)nc2ccccc12 | 15.5 | -6.1 | -4.6
O=C1C2ON(c3ccc(Br)cc3)C(c3cccnc3)C2C(=O)N1C1CCCCC1 (stereo not drawn) | -1.9 | . | -5.0
CN1CCC2(CC1)CCN(Cc1ccc(C(=O)O)cc1)C2 | 7.5 | . | -4.3
CN(CC(C)(C)N1CCOCC1)[C@@H]1CS(=O)(=O)C[C@H]1O | 1.7 | . | -8.3
O=C(Cn1ccccc1=O)Nc1ccc(SC2CCCC2)cc1 | -2.6 | -2.0 | 1.6
O=C1OCC(c2ccc(Cl)s2)=C1c1cccs1 | -8.8 | . | -8.8
CCn1c(C)cc(O)c(C(c2ccncc2)N2CCN(C)CC2)c1=O (stereo not drawn) | 17.7 | . | -5.7
CS(=O)(=O)c1cccc(C(=O)N(CCCn2ccnc2)c2nc3ccccc3s2)c1 | -12.8 | -9.5 | -3.1
COc1ccc(CN(C(=O)C2CCCC2)c2cnn(C)c2)c(OC)c1 | -2.6 | . | -9.2
O=C(Cc1ccc(Cl)cc1)NCCn1nc(-c2cccs2)ccc1=O | -0.1 | -8.0 | 2.1
CCc1ccc(NC(=O)COC(=O)c2cc(C(C)=O)n3ccccc23)cc1 | 9.1 | -9.3 | -7.3
COc1ccc(CN(C(=O)c2ccc(F)cc2)C(C)C)cc1OS(C)(=O)=O | 10.9 | -4.4 | -10.0
CN(Cc1nc(-c2cccnc2)no1)C(=O)[C@@H]1C[C@H]1c1ccccc1 | 0.8 | . | 6.5
CCCCNC(=S)NNC(=O)c1nn(C)cc1Cl | 0.9 | . | -0.6
CC(C(=O)NC1CCCCC1)N1CCN(S(=O)(=O)c2ccccc2C(F)(F)F)CC1 (stereo not drawn) | 2.6 | . | -3.5
N#Cc1c(NC(=O)CC23CC4CC(CC(Br)(C4)C2)C3)sc2c1CCCC2 | 2.7 | . | -2.2
c1ccc(-c2nnc3sc(-c4ccncc4)nn23)cc1 | 7.2&-1.9 | -7.0 | -1.5&-7.6
COc1ccccc1-n1c(SCc2ccc(C(=O)NCc3ccncc3)cc2)nnc1-c1ccc(C)cc1 | 5.3 | -7.4 | -3.9
Cc1csc(CN(C)C(=O)CC2C(=O)NCCN2Cc2ccc(Cl)c(F)c2)n1 (stereo not drawn) | 9.5 | -9.6 | -7.6
O=C(c1ccccc1F)N(Cc1ccccc1Cl)CC1CC(c2ccccc2Cl)=NO1 (stereo not drawn) | 23.0 | -10.5 | -9.6
CCOC(=O)c1cc(C(C)C)sc1NC(=O)c1cc(OC)cc(OC)c1 | 13.3 | -3.8 | -11.1
CCN(Cc1nc2ccccc2c(=O)[nH]1)C(=O)c1cnn(-c2ccc(=O)[nH]n2)c1C | -2.8 | -5.0 | -5.0&-5.4
CCCN(CC(=O)Nc1cc(-c2ccccc2)nn1-c1ccc(F)cc1)C(=O)c1cccc([N+](=O)[O-])c1 | -1.4 | -3.3 | -4.2
O=C1c2ccc(Br)cc2C(=O)N1CNc1ccc(Oc2ccccc2)cc1 | 2.2 | 3.3 | 1.1
CCCCCOc1ccc(C(=O)NC2CCC(C(C)(C)C)CC2)cc1OCCCCC (stereo not drawn) | -8.8 | -3.4 | -4.1
SMILES | NPYLR7 agonist | mcGAS lum | hcGAS lum
CC(=O)NCCN=Cc1c(O)[nH]c(=O)[nH]c1=O | -1.1 | . | -0.4
Cc1nc2ccc(-n3ccnc3-c3ccncc3)cc2[nH]1 | -0.1 | -12.2 | -12.5
CCCC(Sc1nnc(-c2ccc(OC)cc2)n1-c1ccccc1)C(=O)OCC (stereo not drawn) | . | -4.5 | -4.2
CCCc1[nH]nc2c1C(c1sccc1C)C(C#N)C(=N)O2 (stereo not drawn) | 7.1 | . | 5.2
Cc1nc(SC(C(=O)N2CCCCC2)c2ccccc2)n(CC2CCCO2)c1C (stereo not drawn) | 5.6 | . | -1.5
C=C(C)COc1ccccc1C(=O)NC(CC)c1nc(C)no1 (stereo not drawn) | 4.8 | -25.7 | -6.7
COc1cc(C(=O)NC(C)c2cccc3ccccc23)cc2c1OCCO2 (stereo not drawn) | 7.6 | . | -5.6
Cc1cc(C)cc(CCC(=O)N2CCC(NS(C)(=O)=O)CC2)c1 | 12.9 | -12.7 | -5.8
Cc1cc(C(=O)CSc2nc(O)cc(=O)n2CC(C)C)c(C)n1C | -1.1 | 0.0 | 2.6
CCCCCCc1ccc(C(=O)NCc2nnc(SCc3ccccc3C)n2-c2ccc(Cl)cc2Cl)cc1 | -0.3 | -3.6 | -10.5
CCCCNc1ncnc2c1nnn2C | 1.0 | . | 0.9
CCCCC(=O)N(C)c1c(CC)nc2c(OCC(N)=O)cccn12 | 2.1 | -2.0 | -0.2
C=CCOc1ccc2c(c1)OCCC2=O | 0.6 | . | 2.4
CC(=O)Nc1cc(NC(C)=O)cc(C(=O)OCC(=O)C2CCCCC2)c1 | 9.4 | . | -8.1
CC(CCN1CCC2(CC1)C(=O)N(Cc1ccccc1)C(=O)N2C)c1ccccc1 (stereo not drawn) | 10.8 | -15.7 | -7.0
CCN(C(=O)OC(C)(C)C)C(C#N)c1cccnc1 (stereo not drawn) | 9.4 | . | -11.1
C=CCN(Cc1ccccc1OC)C(=O)C1Cc2ccccc2C1 | -2.2 | -15.4 | -4.8
CCn1c(SCC(=O)N/N=C\c2ccc(C)o2)nc2ccccc21 | 0.4 | -8.4 | -7.9
O=C(c1ccc(-n2cnnc2)cc1)N1CCC(O)(c2ccc(F)cc2)CC1 | 2.3 | -11.8 | 1.1
COCCNC(=O)c1cccc(Nc2c(Oc3ccc(C(C)C)cc3)cnn(C)c2=O)c1 | 9.8 | -3.7 | -2.8
Cc1cccnc1NC(=O)C1CCN(C(=O)Cc2ccc3c(c2)CCCC3)CC1 | 5.4 | . | -10.6
CC(=O)c1cccc(NC(=O)CN2C(=O)C3CC=CCC3C2=O)c1 (stereo not drawn) | -3.9 | . | 1.1
COc1ccc2c(c1)N(C(=O)CCc1c(C)[nH]c(=O)c(C#N)c1C)CCCC2 | -10.4 | . | -5.3
C[C@@H](NC(=O)Nc1c(F)cccc1F)C(=O)N1CCC(C(=O)N2CCOCC2)CC1 | 1.3 | -5.8 | -0.5
CN(C)c1ncc(Br)cc1C(=O)N(C)c1nccs1 | 6.8 | . | -6.5

Of the compounds above, these contain an NH in an aromatic ring:
SMILES | NPYLR7 agonist | mcGAS lum | hcGAS lum
CCN(Cc1nc2ccccc2c(=O)[nH]1)C(=O)c1cnn(-c2ccc(=O)[nH]n2)c1C | -2.8 | -5.0 | -5.0&-5.4
CC(=O)NCCN=Cc1c(O)[nH]c(=O)[nH]c1=O | -1.1 | . | -0.4
Cc1nc2ccc(-n3ccnc3-c3ccncc3)cc2[nH]1 | -0.1 | -12.2 | -12.5
CCCc1[nH]nc2c1C(c1sccc1C)C(C#N)C(=N)O2 (stereo not drawn) | 7.1 | . | 5.2
COc1ccc2c(c1)N(C(=O)CCc1c(C)[nH]c(=O)c(C#N)c1C)CCCC2 | -10.4 | . | -5.3

More results.
SMILES | NPYLR7 agonist | mcGAS lum | hcGAS lum
Cc1nn(C)cc1CNC(=O)C1CC1 | 1.2 | . | -9.5
CC1CC(C)CN(S(=O)(=O)c2cccc(C(=O)N(C)Cc3nc4ccccc4c(=O)[nH]3)c2)C1 (stereo not drawn) | -0.2 | . | -4.9
Cc1cc(S(=O)(=O)NCc2ccccc2)cc([N+](=O)[O-])c1C | 5.0 | . | -3.1
COC(=O)C1=NN(C(=O)c2ccccc2F)C(O)(c2ccccc2)C1 (stereo not drawn) | -9.6 | -6.6 | -1.3
CCn1cccc(-c2nnc(SCC(=O)Nc3ccccc3F)n2C)c1=O | 1.4 | . | -13.1
O=C(CSc1nnc(CNC(=O)c2cc(Cl)ccc2Cl)n1-c1ccc(F)cc1)Nc1ccccc1C(F)(F)F | -4.9 | . | -1.4
c1ccc(Oc2cnc3ccccc3n2)c(CN2CCOCC2)c1 | -2.4 | -15.9 | -3.4
CCn1c(=O)[nH]c2cc(C(=O)N(C)Cc3nnc4ccccn34)ccc2c1=O | -5.7 | -17.4 | -10.7
CCN1CC2(CCN(c3ccnc(C)c3)CC2)CC1=O | 4.2 | . | -11.0
Cc1[nH]c2ccc3c(ncn3CCC#N)c2c1C | 0.5 | . | -5.8
O=C(NC(c1ccc(F)cc1)c1ccc2ccccc2n1)C1CCN(Cc2ccc3ccccc3n2)CC1 (stereo not drawn) | 3.4 | -0.4 | -0.8
CCOc1ccc(C2CC(c3cccc(C)c3)=NN2C(=O)CN2CCC3(CC2)OCCO3)cc1 (stereo not drawn) | -1.9 | -6.2 | -3.6
Cc1nc(-c2ccccc2)sc1C(=O)NCCOc1ccc(-c2ccccc2)nn1 | -5.8 | -4.9 | -5.8
CC1CCCN(C(=O)c2ccc(NCC3CCN(S(C)(=O)=O)CC3)nc2)C1 (stereo not drawn) | -2.5 | -1.6 | 5.4
Cc1ccc(OC2=NS(=O)(=O)c3cc([N+](=O)[O-])ccc32)cc1 | -9.1 | -4.1 | -0.2
Cc1cccnc1C(NC(=O)C1CCN(C(=O)NCCc2ccccc2)CC1)c1cccs1 (stereo not drawn) | 2.1 | -1.2 | -0.1
CCN1CCN(c2c(CN(CCOC)C(=O)C3CC3)c(C)nn2-c2cccc(F)c2)CC1 | 1.4 | -5.9 | -10.8
O=C(c1cnn2c1CCCC2)N1CC[C@H]2CNC[C@H]21 | . | -3.5 | -2.0
COc1cccc(C(CN2CCN(C(=O)NCc3ccccc3OC)CC2)OCc2ccc(C#N)cc2)c1 (stereo not drawn) | 4.4 | -5.4 | -4.8
COc1ccc2c(c1)OCC(C=C1N=C(c3cccc(C)c3)OC1=O)=C2 | 15.8 | -8.3 | -10.4
CCN(CC)C(=O)c1ccc(Cl)c(NC(=O)C[C@@H]2C[C@@H]3C=C[C@H]2C3)c1 | 3.9 | . | -1.2
CC1(O)C(=O)c2ccccc2N(c2ccccc2)C1=O (stereo not drawn) | -3.0 | . | -4.0
O=C(CCN(Cc1ccccc1)c1nc(C2CC2)nc2cc(Cl)ccc12)N1CCN(c2ccccc2F)CC1 | 25.6 | -6.9 | -7.7
COC(C(=O)N1CCOC(COc2ccccc2)C1)c1ccccc1 (stereo not drawn) | 26.5 | . | -1.5
COCCNc1nc(-c2ccc(NC(=O)C(C)(C)C)cc2)c(C)s1 | -3.9 | -13.9 | -2.1

One compound at a time, from the list above. Order of values: NPYLR7 agonist, mcGAS lum, hcGAS lum
Profile of c1ccc(Oc2cnc3ccccc3n2)c(CN2CCOCC2)c1 = -2.4, -15.9, -3.4
Profile of Cc1[nH]c2ccc3c(ncn3CCC#N)c2c1C = 0.5, ., -5.8
Profile of Cc1cc(S(=O)(=O)NCc2ccccc2)cc([N+](=O)[O-])c1C = 5.0, ., -3.1
Profile of CCN1CCN(c2c(CN(CCOC)C(=O)C3CC3)c(C)nn2-c2cccc(F)c2)CC1 = 1.4, -5.9, -10.8
Profile of COCCNc1nc(-c2ccc(NC(=O)C(C)(C)C)cc2)c(C)s1 = -3.9, -13.9, -2.1

Next section.
SMILES | NPYLR7 agonist | mcGAS lum | hcGAS lum
CC(=O)NC(N1CCOCC1)(C(F)(F)F)C(F)(F)F | . | -6.4 | -9.5
COC1CCN(C(=O)NCC(C)Sc2ccccc2)CC1 (stereo not drawn) | -1.9 | . | -8.2
OCc1cccc(-c2nccc3n[nH]c(C4CCCCC4)c23)c1 | 1.4 | -6.1 | -3.9
CCN(CC)c1ccc(CN(C(=O)c2cccc(F)c2)C(C)C)c(OS(C)(=O)=O)c1 | 12.7 | -5.1 | -7.9
COc1cc(S(=O)(=O)NCc2ccco2)ccc1Cl | 0.0 | . | -2.3
CCOC(=O)c1c(C)oc2ncn(Cc3cccc(Cl)c3)c(=O)c12 | 6.0 | -8.2 | -6.4
CC1=Nn2cc(-c3ccccc3)nc2SC1c1ccccc1 (stereo not drawn) | 1.7&-3.8 | . | -7.8&-3.1
Cc1ccc(C(=O)Nc2ccc(Cl)c3c2C(=O)c2ccccc2C3=O)cc1 | -1.0 | . | -3.6
CCC(C)N(CC(=O)N1CCc2sccc2C1c1ccc(Cl)cc1Cl)S(=O)(=O)c1ccc(Br)cc1 (stereo not drawn) | 1.5 | -4.9 | -7.0
Cc1ccc(CN(C)S(=O)(=O)c2ccc(C(N)=O)cc2)cc1 | 1.2 | -9.1 | -10.7
COc1cccc(-n2nnc3c(N4CCN(C(=O)CCC5CCCC5)CC4)ncnc32)c1 | -5.2 | -7.6 | -8.5
O=Cc1c(Cl)[nH]c(=O)n1-c1ccccc1 | -3.4 | . | 5.6
Cc1ccc(-n2c(SCC(=O)NC(C)C(C)C)nnc2N2CCCCC2)cc1 (stereo not drawn) | 0.0 | -7.9 | -4.4
Cn1cccc1C(=O)N1CCn2c(nnc2C(=O)NCC2CC2)C1 | 5.2 | . | -3.7
CCOCCn1c(=NC(=O)c2ccn(C)n2)sc2cc(C)c(C)cc21 | 1.8 | -7.5 | -2.6
CC1CCc2c(sc(=O)n2CCCOCC(F)(F)F)C1 (stereo not drawn) | -2.6 | . | -1.6
COC(=O)c1ccccc1NC(=O)N1CCCN(c2c(-c3ccc(OC)cc3)cnc3ncnn23)CC1 | . | -5.6 | -0.5
COc1cc(CN)ccc1OC1CCCC1 | 0.3 | . | -11.2
O=S(=O)(CCn1cc(CCc2ccccc2)nn1)N1CCCC1 | 12.0 | . | -8.3
COCCN(Cc1c(-c2ccccc2)noc1N1CCN(C)CC1)C(=O)COC | 7.1 | -6.9 | -4.3
O=C(Nc1ccc(OC(F)F)cc1)c1ccccn1 | 7.9 | -7.1 | -12.4
Cc1cc(C(=O)CN2C(=O)NC(CCS(C)(=O)=O)C2=O)c(C)n1C1CC1 (stereo not drawn) | 2.9 | . | -3.5
Cc1ccc(C=C2CN(C)CC(=Cc3ccc(C)o3)C2=O)o1 | 10.7 | -0.4 | -0.3
